PMI inhibitors – inhibitors of human PMI, primary screen, biochemical, fluorescence intensity, coupled assay (AID 1209); Mannose-6-phosphate isomerase (Homo sapiens); purified PMI enzyme, coupled fluorescence intensity; higher % means a stronger effect; inhibition, % at 20 µM; hits with a dose series show IC50 in µM; actives 0.42% (n = 190,000);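 also: plate controls were DMSO vehicle for no effect and wells lacking substrate for full effect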
ER stress rescue – rescue of cells from ER stress-induced death, primary screen, 384-well, CSM14.1, thapsigargin, ATP luminescence (AID 1222); one-dose cellular ATP content (survival), % at 20 µM; EC50 in µM for titrated hits; 190,000 tested, under 10 active; CSM14.1 thapsigargin-induced death rescue, ATP luminescence; higher % means a stronger effect;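 active = EC50 below 50 µM in the dose-response confirmation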;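 also: death triggered by thapsigargin at about 15 µM added after 2 h compound pretreatment; cell ATP read after overnight thapsigargin exposure of roughly 18 to 22 hours; normalized against plate controls of thapsigargin alone and 5% DMSO vehicle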
LYP phosphatase – inhibitors of LYP phosphatase, biochemical, fluorescence intensity, uHTS (AID 1779) | Tyrosine-protein phosphatase non-receptor type 22 (Homo sapiens) | recombinant LYP phosphatase, fluorescence intensity; higher % means a stronger effect | one-dose inhibition, % at 11.5 µM; IC50 in µM for titrated hits | actives 0.054% (n = 290,000);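 also: plate controls were vehicle with enzyme for no effect and no enzyme for full effect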
XIAP displacement – XIAP antagonists, biochemical, IAP family, fluorescence polarization (AID 1018); E3 ubiquitin-protein ligase XIAP (Homo sapiens); XIAP BIR domain, fluorescence polarization peptide displacement; higher % means a stronger effect; displacement, % at 20 µM; hits with a dose series show IC50 in µM; actives 0.007% (n = 200,000); in the data active = displacement above about 50%; also: a part of the inactive calls stands beside numbers as strong as those of hits
P. falciparum M17LAP – P. falciparum M17LAP inhibitors, primary screen, biochemical, fluorogenic H-Leu-NHMec substrate, 1536-well (AID 1619) | Leucine aminopeptidase (Plasmodium falciparum (isolate 3D7)) | recombinant M17LAP, H-Leu-NHMec fluorogenic kinetic assay; higher % means a stronger effect | inhibition, % at 30 µM; hits with a dose series show IC50 in µM | actives 0.38% (n = 220,000);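 active = compound inhibiting the enzyme by more than half at any dose during confirmatory dose-response retesting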;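 also: plate controls were full reaction with DMSO carrier for no effect and no enzyme background for full effect; strong numbers were not always called active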
TNAP activation fold – human TNAP enzyme activators, primary screen, biochemical, luminescent, no phosphate acceptor, uHTS (AID 1001); purified TNAP, luminescent activation assay, no phosphate acceptor; higher activation fold means a stronger effect; activation fold at 20 µM; hits with a dose series show EC50 in µM; actives 0.03% (n = 200,000); in the data active = activation fold from about 3, or a potency from the dose series; inactive = the rest, 99 in 100 with activation fold below about 1.6; also: many of its hits are not listed in these tables
Myeloid diff MLP – induction of myeloid progenitor differentiation, primary screen, cell-based, flow cytometry, MLPCN library; calls only at 10 µM; actives 1% (n = 360,000); ER-HoxA9 myeloid progenitors, lysozyme-GFP differentiation; AID 624256, 2012;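 active = normalized GFP-positive differentiation at or above the plate's own cutoff, the solvent-only control mean plus 3 SD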;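 also: cells exposed to compound for four days before flow analysis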
M1AAP inhibition – P. falciparum M1AAP inhibitors, biochemical, fluorogenic H-Leu-NHMec substrate, 1536-well (AID 1445) | actives 0.42% (n = 220,000) | inhibition, % at 30 µM; hits with a dose series show IC50 in µM | recombinant M1AAP, H-Leu-NHMec fluorogenic kinetic assay; higher % means a stronger effect;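 active = primary inhibition above the hit cutoff, then over 50% inhibition at one or more dose response concentrations, cut at about 23% in these data, passing the limit was not always enough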;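 also: plate controls were DMSO full reaction for no effect and no enzyme background for full effect; strong numbers were not always called active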
PMI inhibition – human PMI inhibitors, high substrate, primary screen, biochemical, fluorescence intensity, high mannose 6-phosphate (AID 1220); inhibition, % at 20 µM; hits with a dose series show IC50 in µM; actives 0.66% (n = 190,000); Mannose-6-phosphate isomerase (Homo sapiens); recombinant PMI enzyme, coupled fluorescence intensity; higher % means a stronger effect
Myeloid diff MLP GFP+ MAC1+ % – also measured in Myeloid diff MLP; calls as there; GFP+ MAC1+ double positive, %; measured here: differentiation confirmed by MAC1 staining
The depositor's hits bear a star. Rule as the data show it, unless noted: active = inhibition above about 50%; inactive = the rest. Random draw from the library, and some 2.7% of all compounds hit somewhere here.

Preview, 2 compounds:
Screening COc1ccc(Cl)cc1N1CC(C(=O)Nc2nccs2)CC1=O (stereo not drawn) returned PMI inhibitors -2%, ER stress rescue -1.4%, LYP phosphatase -2%, XIAP displacement -2.5%, P. falciparum M17LAP -1%, TNAP activation fold 1.1, Myeloid diff MLP inactive, M1AAP inhibition 2%, PMI inhibition -6% and Myeloid diff MLP GFP+ MAC1+ % 1.3.
For CN(Cc1cccs1)C(=O)CCc1c[nH]c2ccccc12 the results were PMI inhibitors 7%, ER stress rescue -0.3%, LYP phosphatase 2%, XIAP displacement -6.3%, P. falciparum M17LAP 7%, TNAP activation fold 1.1, Myeloid diff MLP inactive, M1AAP inhibition 17%, PMI inhibition 6% and Myeloid diff MLP GFP+ MAC1+ % 0.3.

The listing, repeating the preview:
Screening COc1ccc(Cl)cc1N1CC(C(=O)Nc2nccs2)CC1=O (stereo not drawn) returned PMI inhibitors -2%, ER stress rescue -1.4%, LYP phosphatase -2%, XIAP displacement -2.5%, P. falciparum M17LAP -1%, TNAP activation fold 1.1, Myeloid diff MLP inactive, M1AAP inhibition 2%, PMI inhibition -6% and Myeloid diff MLP GFP+ MAC1+ % 1.3.
For CN(Cc1cccs1)C(=O)CCc1c[nH]c2ccccc12 the results were PMI inhibitors 7%, ER stress rescue -0.3%, LYP phosphatase 2%, XIAP displacement -6.3%, P. falciparum M17LAP 7%, TNAP activation fold 1.1, Myeloid diff MLP inactive, M1AAP inhibition 17%, PMI inhibition 6% and Myeloid diff MLP GFP+ MAC1+ % 0.3.
`CCOC(=O)c1cccnc1SCC(=O)NC(C)CC` (stereo not drawn) gave PMI inhibitors -10%, ER stress rescue 0.0%, LYP phosphatase -2%, XIAP displacement -0.8%, P. falciparum M17LAP 6%, TNAP activation fold 1.1, Myeloid diff MLP inactive, M1AAP inhibition 7%, PMI inhibition -8% and Myeloid diff MLP GFP+ MAC1+ % 16.
For CC1(C)CC(=O)C=C(NNC(=O)c2ccc(N)cc2)C1 the results were PMI inhibitors 9%, ER stress rescue -0.6%, LYP phosphatase 1%, XIAP displacement -3.8%, P. falciparum M17LAP 7%, TNAP activation fold 1, Myeloid diff MLP inactive, M1AAP inhibition -3%, PMI inhibition 15% and Myeloid diff MLP GFP+ MAC1+ % 0.7.
Cn1c(=O)c(=O)n(C)c2cc(S(=O)(=O)Nc3ccc4c(c3)OCCO4)ccc21 was read as PMI inhibitors 8%, LYP phosphatase 0%, XIAP displacement -3.8%, P. falciparum M17LAP 6%, TNAP activation fold 1, Myeloid diff MLP inactive, M1AAP inhibition -7%, PMI inhibition 11% and Myeloid diff MLP GFP+ MAC1+ % 2.0.
O=C(COC(=O)CCSc1ccccc1)NCc1ccc(F)cc1 was read as PMI inhibitors 12%, ER stress rescue 0.9%, LYP phosphatase -5%, XIAP displacement -7.2%, P. falciparum M17LAP -9%, TNAP activation fold 1.1, Myeloid diff MLP inactive, M1AAP inhibition 9%, PMI inhibition 8% and Myeloid diff MLP GFP+ MAC1+ % 0.2.
`CCOC(=O)C1CCCN(C(=O)CSc2nccn2C)C1` (stereo not drawn) gave PMI inhibitors -5%, ER stress rescue -1.5%, LYP phosphatase -1%, XIAP displacement -6.5%, P. falciparum M17LAP -2%, TNAP activation fold 1.2, Myeloid diff MLP inactive, M1AAP inhibition 3%, PMI inhibition -4% and Myeloid diff MLP GFP+ MAC1+ % 0.5.
Screening O=[N+]([O-])c1ccc(Cc2ccncc2)cc1 returned PMI inhibitors 2%, ER stress rescue 0.5%, LYP phosphatase 0%, XIAP displacement 14%, P. falciparum M17LAP 2%, TNAP activation fold 1, Myeloid diff MLP inactive, M1AAP inhibition 0%, PMI inhibition -2% and Myeloid diff MLP GFP+ MAC1+ % 0.6.
CC(C)N(C#N)c1nc(N2CCOCC2)nc(N2CCOCC2)n1 was read as PMI inhibitors -7%, ER stress rescue -1.3%, LYP phosphatase -5%, XIAP displacement -3.2%, P. falciparum M17LAP 10%, TNAP activation fold 1.1, Myeloid diff MLP inactive, M1AAP inhibition -4%, PMI inhibition -3% and Myeloid diff MLP GFP+ MAC1+ % 0.4.
`CCc1nc(N)c(C#N)c(-c2ccc(F)cc2)c1C` gave PMI inhibitors 4%, ER stress rescue -0.3%, LYP phosphatase -7%, XIAP displacement -0.5%, P. falciparum M17LAP 4%, TNAP activation fold 1.2, Myeloid diff MLP inactive, M1AAP inhibition 2%, PMI inhibition 0% and Myeloid diff MLP GFP+ MAC1+ % 0.9.
Cc1ccc(CNC(=O)CN2C(=O)C3(OCCCO3)c3ccccc32)cc1 was read as PMI inhibitors -2%, ER stress rescue -1.6%, LYP phosphatase 3%, XIAP displacement -3.7%, P. falciparum M17LAP 1%, TNAP activation fold 1.1, Myeloid diff MLP inactive, M1AAP inhibition 2%, PMI inhibition -1% and Myeloid diff MLP GFP+ MAC1+ % 2.2.
`COc1ccc(/C=C/C(=O)c2ccc(NC3=NCCCS3)cc2)cc1OC` gave PMI inhibitors -4%, ER stress rescue -4.1%, LYP phosphatase 2%, XIAP displacement -3.1%, P. falciparum M17LAP 1%, TNAP activation fold 1, Myeloid diff MLP inactive, M1AAP inhibition 14%, PMI inhibition 11% and Myeloid diff MLP GFP+ MAC1+ % 0.7.
`O=C(CSc1nnc(CNc2ccccc2)o1)N1CCN(C(=O)c2ccco2)CC1` gave PMI inhibitors -11%, ER stress rescue -0.3%, LYP phosphatase -1%, XIAP displacement -4.1%, P. falciparum M17LAP 8%, TNAP activation fold 1.1, Myeloid diff MLP inactive, M1AAP inhibition 5%, PMI inhibition -12% and Myeloid diff MLP GFP+ MAC1+ % 5.5.
For CCOC(=O)C1C(c2cccs2)NC(=O)NC1(O)C(F)(F)F (stereo not drawn) the results were PMI inhibitors -4%, ER stress rescue -0.2%, LYP phosphatase 1%, XIAP displacement -1.0%, P. falciparum M17LAP -8%, TNAP activation fold 1.1, Myeloid diff MLP inactive, M1AAP inhibition 3%, PMI inhibition 3% and Myeloid diff MLP GFP+ MAC1+ % 1.9.
Screening NC(=NC1CCCCC1)c1ccc([N+](=O)[O-])cc1 returned PMI inhibitors -22%, ER stress rescue -0.2%, LYP phosphatase -12%, XIAP displacement -6.6%, P. falciparum M17LAP -6%, TNAP activation fold 1.1, Myeloid diff MLP inactive, M1AAP inhibition -2%, PMI inhibition -20% and Myeloid diff MLP GFP+ MAC1+ % 1.9.
Cc1ccccc1NC(=O)N1CCCC1C(=O)NCc1cccs1 (stereo not drawn) was read as PMI inhibitors 4%, ER stress rescue 0.8%, LYP phosphatase -8%, XIAP displacement -2.6%, P. falciparum M17LAP -11%, TNAP activation fold 1.1, Myeloid diff MLP inactive, M1AAP inhibition 4%, PMI inhibition 6% and Myeloid diff MLP GFP+ MAC1+ % 1.1.
Screening CS(=O)(=O)N1CCN(c2nc(-c3ccccc3)cs2)CC1 returned PMI inhibitors 9%, ER stress rescue -1.0%, LYP phosphatase -5%, XIAP displacement -15%, P. falciparum M17LAP 2%, TNAP activation fold 1.1, Myeloid diff MLP inactive, M1AAP inhibition -4%, PMI inhibition -2% and Myeloid diff MLP GFP+ MAC1+ % 0.6.
`CCCCOCCCNC(=O)Cc1ccccc1OC` gave PMI inhibitors 3%, ER stress rescue 1.3%, LYP phosphatase -4%, XIAP displacement -2.2%, P. falciparum M17LAP 15%, TNAP activation fold 1.1, Myeloid diff MLP inactive, M1AAP inhibition 8%, PMI inhibition 8% and Myeloid diff MLP GFP+ MAC1+ % 1.3.
COCCCNc1nnc(Cc2ccccc2)c2ccccc12 was read as PMI inhibitors -10%, ER stress rescue -0.4%, LYP phosphatase -3%, XIAP displacement -4.8%, P. falciparum M17LAP -7%, TNAP activation fold 1.1, Myeloid diff MLP inactive, M1AAP inhibition 1%, PMI inhibition 3% and Myeloid diff MLP GFP+ MAC1+ % 0.0.
For CCCN1C(=O)c2ccccc2NC1c1ccc(OC)cc1OC (stereo not drawn) the results were PMI inhibitors -3%, ER stress rescue 3.3%, LYP phosphatase 4%, XIAP displacement 1.3%, P. falciparum M17LAP -90%, TNAP activation fold 1.1, Myeloid diff MLP inactive, M1AAP inhibition 7%, PMI inhibition -3% and Myeloid diff MLP GFP+ MAC1+ % 0.8.
Cc1ccccc1CN1C[C@@H]2C[C@@H](c3cn[nH]c3-c3ccccc3)N3CCC[C@@]23C1=O was read as PMI inhibitors 8%, ER stress rescue 7.1%, LYP phosphatase 0%, XIAP displacement -3.6%, P. falciparum M17LAP -2%, TNAP activation fold 1.1, Myeloid diff MLP inactive, M1AAP inhibition 0%, PMI inhibition 4% and Myeloid diff MLP GFP+ MAC1+ % 0.3.
For CCc1ccc(S(=O)(=O)NCc2cn3c(C)csc3n2)s1 the results were PMI inhibitors 6%, LYP phosphatase -1%, XIAP displacement -11%, P. falciparum M17LAP 2%, TNAP activation fold 1.1, Myeloid diff MLP inactive, M1AAP inhibition 3%, PMI inhibition -1% and Myeloid diff MLP GFP+ MAC1+ % 2.6.
CC(C)CCNC(=O)COC(=O)c1ccc(Br)o1 was read as PMI inhibitors -11%, ER stress rescue -2.0%, LYP phosphatase -4%, XIAP displacement -7.1%, P. falciparum M17LAP 8%, TNAP activation fold 0.9, Myeloid diff MLP inactive, M1AAP inhibition -5%, PMI inhibition -1% and Myeloid diff MLP GFP+ MAC1+ % 0.7.
Cc1c(C(=O)C(=O)NCCCn2ccnc2)c2ccccc2n1C was read as PMI inhibitors -12%, LYP phosphatase 0%, XIAP displacement -1.7%, P. falciparum M17LAP 9%, TNAP activation fold 1, Myeloid diff MLP inactive, M1AAP inhibition 0%, PMI inhibition -17% and Myeloid diff MLP GFP+ MAC1+ % 0.2.
For O=C(O)c1ccccc1NS(=O)(=O)c1cccc(C(F)(F)F)c1 the results were PMI inhibitors 4%, ER stress rescue -2.9%, LYP phosphatase -2%, XIAP displacement -2.0%, P. falciparum M17LAP 2%, TNAP activation fold 1.1, Myeloid diff MLP inactive, M1AAP inhibition 15%, PMI inhibition -4% and Myeloid diff MLP GFP+ MAC1+ % 7.6.
CC(C)(C)c1cc(/C=N/O)cc(C(C)(C)C)c1O was read as PMI inhibitors 2%, ER stress rescue -3.2%, LYP phosphatase -3%, XIAP displacement -3.5%, P. falciparum M17LAP 8%, TNAP activation fold 1.1, Myeloid diff MLP inactive, M1AAP inhibition 2%, PMI inhibition -4% and Myeloid diff MLP GFP+ MAC1+ % 0.4.
COc1cc(/C=N/NC(=O)C(=O)/C=C2\NC(C)(C)Cc3ccccc32)ccc1O was read as LYP phosphatase -2%, P. falciparum M17LAP 4%, Myeloid diff MLP inactive, M1AAP inhibition 10% and Myeloid diff MLP GFP+ MAC1+ % 0.3.

High-throughput results from PubChem BioAssay.
